H9c2 TAG inh: triacylglycerol accumulation inhibition. inhibition, % at 12.5 µM. H9c2 cells, Nile Red lipid (TAG) fluorescence; cells loaded with 200 µM oleic acid. AID 651582. 230,000 compounds, 0.66% hits;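 active = pattern-corrected inhibition of lipid staining of at least 50% with the nuclear-stain viability signal not falling by more than 50%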;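 also: 0% = DMSO wells and 100% = triacsin C control wells; some results filed as inactive read as strong as hits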
H9c2 TAG inh DAPI viability: recorded beside H9c2 TAG inh, whose call it bears; DAPI nuclei signal change (viability), lower = more cytotoxic, %;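 whole-well DAPI fluorescence read on a plate reader as a viability signal; minus 50 percent equals half of cells still viable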
* hit, by the source's call. Only part of the results is shown. The share of hits here may be higher or lower than overall.

Structure	H9c2 TAG inh	H9c2 TAG inh DAPI viability
Cc1ccc(O)c(CN(C)Cc2cc(C)ccc2O)c1	-2	-3
C/C(=N\Nc1ccc(Cl)nn1)c1ccccc1O	59*	-30*
O=C(O)c1cc2ccc(O)cc2oc1=O	-6	16
COc1ccc(C2NC(C(=O)O)Cc3c2[nH]c2ccccc32)cc1OC (stereo unspecified)	-14	8
CC(=O)C1C(=O)CC(C)(O)C(C(C)=O)C1c1ccccc1 (stereo unspecified)	-8	6
COc1ccc(N2CCN(c3ccc([N+](=O)[O-])nc3)CC2)cc1	-4	0
CCOC(=O)C1=C(COC(=O)Cc2c(F)cccc2Cl)NC(=O)NC1C (stereo unspecified)	-13	-1
Clc1ccc(-c2nnc3n2CCCC3)cc1Cl	10	0
O=c1[nH]nc(SC2CCCCC2)c(=O)[nH]1	4	-2
COc1cc(CNc2ccc(S(N)(=O)=O)cc2)ccc1OCC(=O)NC1CCCCC1	-14	-14
CC1CCCCC1NC(=O)CN(C)S(=O)(=O)c1cccc2cccnc12 (stereo unspecified)	8	-8
COc1ccc(OC)c(NC(=O)Nc2ccc(O)c3ccccc23)c1	7	1
COc1ccc(S(=O)(=O)N2CCN(C(=O)c3cc(C)on3)CC2)cc1	-24	2
CC(Oc1cccnc1[N+](=O)[O-])C(=O)Nc1ccc(F)cc1 (stereo unspecified)	-11	-5
COc1cccc(CN(C)C(=O)c2ccccc2SCC(=O)N2CCCC2)c1	-17	-10
Cc1nc2c(c(-c3ccccc3)c1C#N)C(=O)c1ccccc1-2	27	-14
Cc1ccc2cccc(OCC(=O)Nc3cccc(S(=O)(=O)N4CCCC4)c3)c2n1	-76	3
CCOC(=O)C1(Cc2cccc(OC)c2)CCN(Cc2cccc3c2OCO3)CC1	-13	19
Cn1cc(C(=O)N/N=C/c2ccc3c(c2)OCO3)c2ccccc21	-9	-1
Oc1[nH]c2ccccc2c1N=NC(=S)N1CCOCC1	20	-14
Cc1cccc(C)c1NC(=O)CN(C)C(C)C(=O)Nc1ccccc1-c1ccccc1 (stereo unspecified)	6	-7
Cc1ccc2oc(=O)c3cnn(CC(=O)Nc4ccccc4N4CCN(C)CC4)c3c2c1	27	0
O=C(Nc1ccccc1)N1CCCN(Cc2c(F)cccc2Cl)CC1	-8	34
CCN(Cc1ccccc1)C(=O)c1cccc(S(=O)(=O)N2CCN(Cc3ccccc3)CC2)c1	-8	0
CCCOc1ccccc1C(=O)N(Cc1ccco1)C1CCS(=O)(=O)C1 (stereo unspecified)	-12	5
CCOC(=O)C1=C(C)NC(SCC(=O)OC)=C(C#N)C1c1ccc(C(=O)OC)cc1 (stereo unspecified)	7	-2
CCOC(=O)/C(C#N)=c1/s/c(=C2\C=Cc3ccccc3N2CC)c(=O)n1CC	-4	1
COCCNc1nc(Nc2ccc(F)cc2)c2sccc2n1	3	6
C/C(=N\NC(=O)c1ccccc1)c1cccc(Br)c1	18	-8
COc1cc2cc(C(c3nnnn3C(C)(C)C)N3CCC(C)CC3)c(=O)[nH]c2cc1OC (stereo unspecified)	30	0
Cc1ccc(-n2nnnc2SC(C)C(N)=O)c(C)c1 (stereo unspecified)	1	-11
Cn1c2ccccc2c(=O)c2c(=O)n(-c3ccccc3)c(C3CCCCC3)nc21	-3	1
Cc1ccc(SC[C@H](c2ccccc2)N2CCN(CCc3ccccc3)CCC2=O)cc1	25	-1
COc1cc(C(O)P(=O)(OCCC(C)C)c2ccc(N(C)C)cc2)cc(OC)c1OC (stereo unspecified)	-17	7
O=C(Nc1ccccn1)c1ccc(COc2ccccc2Cl)o1	-25	7
CCCN(CCC)Cc1cc2ccccc2c2c1COC2	-5	2
COC(=O)C1C(=O)C2=C(CC1C)NC(=O)CC2c1ccccc1 (stereo unspecified)	-12	-2
CCCc1nc2ccccc2n1CCOc1ccccc1	-33	8
O=C(O)c1ccccc1-c1ccccc1C(=O)Nc1ccc2c(c1)oc(=O)c1ccccc12	4	0
Cc1cccc(NC(=O)CN2C(=O)N/C(=C\c3ccc(-c4cccc(C(=O)O)c4)o3)C2=O)c1	0	1
O=C1NC(c2cc3c(cc2Cl)OCO3)Oc2ccccc21 (stereo unspecified)	1	-4
O=C(Cn1nnc2ccccc2c1=O)N[C@H](C(=O)O)c1ccccc1	4	-7
Cc1cccc(NC(=O)c2nc[nH]c2C(=O)NCCCCCNC(=O)OC(C)(C)C)c1	-17	-3
COC(=O)C1CC(O)CN1C(=O)Nc1cccc(C(F)(F)F)c1 (stereo unspecified)	4	2
CCOC(=O)c1c(NC(=O)CSc2nc3ccccc3o2)sc(C(C)=O)c1C	1	4
CC(c1ccccn1)N(Cc1ccco1)C(=S)Nc1cccc(F)c1 (stereo unspecified)	-11	3
Cc1ccc(NC(=O)Cc2cc(C(=O)O)c3ccccc3n2)c(C)c1	-10	4
CCCCn1cnc2c(cnn2-c2ccc(Cl)cc2)c1=O	-1	0
CN1CCC(=NNC(=O)c2cc(-c3ccc(Cl)cc3)n[nH]2)CC1	-4	6
Nc1c(N(Cc2ccco2)C(=O)COc2ccccc2F)c(=O)[nH]c(=O)n1Cc1ccccc1	-3	3
CC(C)N1CCN(Cc2ccc(C#CCCO)cc2)CC1CCO (stereo unspecified)	-3	1
COc1cccc(-c2c(C(=O)O)cc(O)c3ccc(OC)cc23)c1	12	-2
Cc1cc2ccccc2nc1SCC(=O)NC1CCCCC1	2	8
O=C(Cc1ccsc1)NCC(c1ccco1)N1CCCCC1 (stereo unspecified)	11	-21
COc1ccc(S(=O)(=O)N(c2onc(C)c2Cl)S(=O)(=O)c2ccc(OC)c(OC)c2)cc1OC	6	-4
N#Cc1ccccc1S(=O)(=O)N1CCN(C(=O)CN2CCCSc3ccccc32)CC1	-3	9
O=C(COC(=O)c1ccccc1)Nc1cccc(S(=O)(=O)N2CCCCC2)c1	5	-1
CCCCn1c(N)c(N(CC)C(=O)C2CCC2)c(=O)[nH]c1=O	-8	-1
COc1ccc(/C=N\N=C2/SC(CC(=O)O)C(=O)N2c2ccc(O)cc2)cc1OC (stereo unspecified)	2	7
Cc1cc(C(=O)COc2ccc(-c3nnco3)cc2)c(C)n1Cc1ccccc1	3	-2

Profiles, quoted from the list. Order of screens: H9c2 TAG inh, H9c2 TAG inh DAPI viability
`Cc1cccc(NC(=O)c2nc[nH]c2C(=O)NCCCCCNC(=O)OC(C)(C)C)c1` is listed as -17, -3
`O=C(COC(=O)c1ccccc1)Nc1cccc(S(=O)(=O)N2CCCCC2)c1` is listed as 5, -1

Other entries follow:
Structure	H9c2 TAG inh	H9c2 TAG inh DAPI viability
COc1ccc(CCNC(=O)CSc2nc3ccsc3c(=O)n2Cc2ccccn2)cc1OC	-5	4
COC(=O)CSc1nnc(C)c(=O)[nH]1	-16	0
Cc1ccc(NC(=O)COC(=O)c2cccc(N3C(=O)c4ccccc4C3=O)c2)cc1	5	8
O=C(Nc1cccc2c1[nH]c1ccccc12)C(F)(F)F	-19	7
COCCc1ncc(CN2CCCCC2C(=O)Nc2ccc(Oc3ccccc3)nc2)cn1 (stereo unspecified)	3	-10
O=C(NCCc1ccccc1)C1CCC(CNS(=O)(=O)c2cccc3cccnc23)CC1 (stereo unspecified)	9	-7
CCCNS(=O)(=O)c1ccc(OCC(=O)NCCCOC)cc1	-18	-10
CC(=O)Oc1cccc(C(=O)Nc2ccccc2C(=O)N2CCCC2)c1	3	-6
Cc1ccc2nc(SC(C)C(=O)NCc3ccc4c(c3)OCO4)[nH]c2c1 (stereo unspecified)	-12	0
CCn1cc(CN2CCC(C(=O)Nc3ccc(Oc4ccccc4F)cc3)CC2)cn1	-4	7
COc1ccc(-c2cc(C(=O)N/N=C/c3cccnc3)c3ccccc3n2)c(OC)c1	-12	9
N#C/C(=C\c1ccccc1[N+](=O)[O-])C(=O)NC1CCCCC1	16	-6
CC(C)c1onc(C(=O)N2CCN(Cc3ccccc3)CC2)c1[N+](=O)[O-]	5	-3
CSc1ccccc1OCc1cc(C(=O)NC(C)Cn2cncn2)no1 (stereo unspecified)	-6	-8
COc1cccc(-c2nc3ccc(C(=O)NC(C)Cc4cccnc4)cc3o2)c1 (stereo unspecified)	10	7
Cc1cc(N2CCC(C)CC2)nc(-c2ccccc2O)n1	-10	15
CS(=O)(=O)N(Cc1ccc(Cl)cc1)c1ccc(C(=O)NCC2CCCO2)cc1 (stereo unspecified)	-2	6
CSCCC(NC(=O)c1ccc(C)o1)C(=O)O (stereo unspecified)	1	19
Cc1c(C(=O)Nc2ccc(S(=O)(=O)NCC3CCCO3)cc2)cccc1[N+](=O)[O-] (stereo unspecified)	4	-9
O=C(C1CCCN(S(=O)(=O)c2cccnc2)C1)N1CCN(c2ccccn2)CC1 (stereo unspecified)	5	-7
Cc1ccc(C(=O)c2no[n+]([O-])c2C(=O)c2ccc(C)cc2)cc1	52*	-7.4*
O=S(=O)(NCc1ccccn1)c1ccc(Cl)c(C(F)(F)F)c1	7	-6
COc1ccc(CCNC(=O)c2ccc(OCc3c(C)noc3C)cc2)cc1OC	16	3
CCOC(=O)CN1C(=O)CCSc2ccc(Cl)cc21	11	2
COC(=O)c1c(C)oc(C)c1S(=O)(=O)NCc1ccc(Cl)cc1Cl	-25	2
CC(Sc1ccccc1F)C(=O)Nc1ccc2c(c1)OCCO2 (stereo unspecified)	-1	-1
CC(C)=N/N=C1/NC(=O)C(c2ccccc2)S1 (stereo unspecified)	15	-13
O=S(=O)(c1ccc2c(c1)nc(COc1ccc(Cl)cc1)n2CC1CCCO1)N1CCOCC1 (stereo unspecified)	6	-9
CCCCCCC(=O)Nc1nnc(CC)s1	7	-8
N#Cc1ccc(OCC(O)CS(=O)(=O)c2ccc(F)cc2)cc1 (stereo unspecified)	-4	9
CCC(C)NC(=O)C1CCC(=O)N(c2ccc3c(c2)OCO3)C1c1ccc(OC)cc1 (stereo unspecified)	-11	16
Cc1ccc(-n2[nH]c(C)c(C=Nc3ccc(Br)cn3)c2=O)cc1	7	-6
CN(CCNC(=O)c1cn(C)c2ccc(S(=O)(=O)N(C)C)cc2c1=O)CCc1ccccc1	20	-13
Cc1sc(N)nc1-c1ccccc1	3	1
O=C(Nc1cc(Sc2ccccn2)cc([N+](=O)[O-])c1)c1ccc([N+](=O)[O-])cc1	-4	6
O=C(/C=C/c1ccc2c(c1)OCO2)c1ccc(F)cc1	-4	0
CCOc1cc(N2CCOCC2)c(OCC)cc1NC(=O)CN1C(=O)NC2(CCCCC2)C1=O	7	0
COc1ccccc1C(=O)n1nc(C)cc1C	-16	3
CN1CCN(c2nc3cc(N4CCOCC4)ccc3s2)CC1	24	-5
C=CCNC(=O)c1ccc(Cn2cc(C(F)(F)F)ccc2=O)cc1	5	-4

Some of these compounds in order of count of non-hydrogen atoms, rising.
Structure	H9c2 TAG inh	H9c2 TAG inh DAPI viability
COC(=O)CSc1nnc(C)c(=O)[nH]1	-16	0
Clc1ccc(-c2nnc3n2CCCC3)cc1Cl	10	0
O=C(Nc1cccc2c1[nH]c1ccccc12)C(F)(F)F	-19	7
CN1CCC(=NNC(=O)c2cc(-c3ccc(Cl)cc3)n[nH]2)CC1	-4	6
Cc1ccc(NC(=O)Cc2cc(C(=O)O)c3ccccc3n2)c(C)c1	-10	4
COc1ccc(/C=N\N=C2/SC(CC(=O)O)C(=O)N2c2ccc(O)cc2)cc1OC (stereo unspecified)	2	7

Later entries:
Structure	H9c2 TAG inh	H9c2 TAG inh DAPI viability
O=C(COc1ccc(Cl)cc1)NCc1ccncc1	2	-4
Cc1cc2cc(CCNC(=O)C(=O)c3c[nH]c4ccccc34)c(=O)[nH]c2cc1C	12	-12
O=C(Oc1c(CN2CCOCC2)cc(Cl)c2cccnc12)c1ccccc1	83	-68
COc1cccc(=O)c2c(C)oc(C)c12	5	12
CCOC(=O)Cc1csc2nc3sc(C)c(C)c3c(=O)n12	-25	3
CCOc1cccc(C(=O)N(Cc2ccco2)C2CCS(=O)(=O)C2)c1 (stereo unspecified)	4	6
CNc1ncnc2c1ncn2[C@H]1CN(Cc2cccnc2)C[C@@H](CO)O1	3	7
Cc1ccc(NC(=O)CN(C)C(=O)COC(=O)CNS(=O)(=O)c2ccc(F)c(F)c2F)cc1	7	-6
Cc1onc(-c2ccccc2)c1C(=O)NCCN1CCOCC1	4	4
CCN1CCN(Cc2ccc(NC(=O)c3cc(NC(=O)c4ccc5n[nH]nc5c4)cc(OC)c3)cc2C(F)(F)F)CC1	4	2
CCN(CC)C(=O)C1=C(C)N(Cc2ccc(OC)cc2)C(=O)C(CC(=O)NCc2ccco2)C1 (stereo unspecified)	5	-11
CCOCc1nnc(NC(=O)c2cc(OC)cc(OC)c2)s1	19	-15
Cc1cnc(C(=O)Nc2nnc(SCc3c(Cl)cccc3Cl)s2)cn1	-5	12
CC(C)CC1C(=O)N(Cc2cn(Cc3ccco3)nn2)CCS(=O)(=O)N1Cc1ccc(-c2ccccc2)cc1 (stereo unspecified)	7	10
COc1ccc(/C=N/NC(=O)c2ccc(Cl)cc2)cc1Cn1cc(Cl)cn1	-4	1
